# Compound activity (PubChem BioAssay)
# STK33 inh – human STK33 kinase inhibition; inhibition, % at 12.5 µM; ADP-Glo luminescence, MBP substrate; 27,000 tested, 0.44% active; Q9BYT3; AID 2322; in the data active means inhibition above about 20%
# Target sequence (Q9BYT3 whole entry, looked up): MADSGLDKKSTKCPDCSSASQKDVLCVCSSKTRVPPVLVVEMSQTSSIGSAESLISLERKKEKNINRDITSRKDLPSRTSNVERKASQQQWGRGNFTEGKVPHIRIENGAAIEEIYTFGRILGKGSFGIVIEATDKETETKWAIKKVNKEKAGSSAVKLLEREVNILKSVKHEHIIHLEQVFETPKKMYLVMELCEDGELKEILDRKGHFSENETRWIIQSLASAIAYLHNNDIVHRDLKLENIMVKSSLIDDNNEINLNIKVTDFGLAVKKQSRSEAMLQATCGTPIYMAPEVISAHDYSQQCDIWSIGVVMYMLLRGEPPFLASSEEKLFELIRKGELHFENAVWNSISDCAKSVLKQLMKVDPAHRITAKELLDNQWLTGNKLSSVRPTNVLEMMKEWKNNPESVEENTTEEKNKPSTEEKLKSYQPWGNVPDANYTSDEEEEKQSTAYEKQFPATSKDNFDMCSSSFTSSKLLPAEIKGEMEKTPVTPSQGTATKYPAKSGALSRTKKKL
# mut p53 react – mutant p53 pathway reactivation | 28,000 tested, 1.5% active | SW480 PUMA-promoter luciferase | activation, % at 9.98 µM | AID 624151; in the data active means activation above about 52%
# An asterisk follows results filed as active; / = no result given. These rows are one share of the data (hit frequency here may not be typical).
SMILES,STK33 inh,mut p53 react
Cc1noc(C)c1NC(=O)N(C)C[C@@H]1OCCCC[C@H](C)Oc2ccc(N(C)C)cc2C(=O)N([C@H](C)CO)C[C@@H]1C,/,0
Cc1ccc(S(=O)(=O)N(C)C[C@H]2OCc3cnnn3CCCC(=O)N([C@@H](C)CO)C[C@@H]2C)cc1,0,/
COc1ccccc1-c1cnc2c(c1)C(=O)N([C@H](C)CO)C[C@@H](C)[C@H](CN(C)C(=O)CC1CC1)O2,/,5
Cc1ccc(S(=O)(=O)N2C(=O)CCC2C(=O)Nc2ccccc2-c2ccccc2)cc1 (centres undefined),-2,6
Cc1nnc(SCC(=O)Nc2cccc(Cl)c2Cl)s1,-1,15
C[C@@H]1CN([C@@H](C)CO)C(=O)c2cc(NS(=O)(=O)c3cn(C)cn3)ccc2O[C@H]1CN(C)C(=O)Nc1ccc2c(c1)OCO2,/,10
CS(=O)(=O)N(CC(=O)Nc1cccnc1)c1ccc2c(c1)OCCO2,0,0
CNC[C@H]1Oc2ccc(NC(=O)c3ccncc3)cc2C(=O)N([C@@H](C)CO)C[C@@H]1C,0,/
Cc1noc(C)c1S(=O)(=O)N(C)C[C@@H]1OCCCC[C@@H](C)Oc2ccc(NC(=O)NC(C)C)cc2C(=O)N([C@H](C)CO)C[C@@H]1C,/,7
CC(=O)c1ccc(NC(=O)CSc2nnc(C34CC5CC(CC(C5)C3)C4)n2C)cc1,-1,30
COc1ccc(-c2nc3ccccc3s2)cc1,7,/
O=C(CSc1nc(-c2ccccc2)c(-c2ccccc2)[nH]1)Nc1ccccc1Cl,6,1
C[C@@H]1CN([C@H](C)CO)C(=O)c2cc(C3=CCCCC3)cnc2O[C@@H]1CN(C)C(=O)Cc1ccccc1,/,3
C[N+]1(C)C2CC[C@H]1CC(OC(=O)C(O)c1ccccc1)C2 (some centres undefined),-1,/
C=CCSc1nnc(-c2ccccc2NC(=O)CC)c(=O)[nH]1,6,-9
COc1ccc(S(=O)(=O)N(C)C[C@H]2Oc3ccc(NC(=O)Cn4cnnn4)cc3CC(=O)N([C@@H](C)CO)C[C@H]2C)cc1,-2,/
CC(C)(C)c1cc(C(=O)Oc2ccc(Cl)cc2)n(Cc2ccccc2)n1,/,11
CC(C)NC(=O)N(C)C[C@@H]1Oc2ccc(NC(=O)Cc3cn(C)c4ccccc34)cc2CC(=O)N([C@H](C)CO)C[C@@H]1C,1,/
CC(C)NC(=O)Nc1ccc2c(c1)CC(=O)N([C@H](C)CO)C[C@H](C)[C@H](CN(C)C(=O)Nc1ccc(F)cc1)O2,-2,/
S=C(NCCc1ccccc1)N1CCc2ccccc21,0,/
COc1ccc([N+](=O)[O-])cc1CNCCO,0,-10
Cc1noc(C)c1NC(=O)N(C)C[C@@H]1OCCCC[C@@H](C)Oc2ccc(NS(=O)(=O)c3cn(C)cn3)cc2C(=O)N([C@H](C)CO)C[C@H]1C,/,6
C[C@@H]1CCCCO[C@H](CN(C)Cc2ccncc2)[C@@H](C)CN([C@H](C)CO)C(=O)c2cc(NC(=O)C3CCCCC3)ccc2O1,-3,/
C[C@@H]1CCCCO[C@@H](CN(C)S(=O)(=O)c2cccs2)[C@@H](C)CN([C@@H](C)CO)C(=O)c2cc(NC(=O)Cc3ccccc3)ccc2O1,/,2
C[C@@H]1CN([C@H](C)CO)C(=O)c2cccc(NS(C)(=O)=O)c2O[C@H]1CN(C)Cc1ccncc1,/,5

# Further compounds
SMILES,STK33 inh,mut p53 react
COc1ccc(NC(=O)N(C)C[C@@H]2Oc3ccc(NS(=O)(=O)c4c(C)noc4C)cc3C(=O)N([C@H](C)CO)C[C@H]2C)cc1,-2,/
CC(=O)Nc1ccc(-c2nnc(SCC(=O)n3c4c(c5ccccc53)CCCC4)n2C)cc1,-3,-3
C/C=C/c1ccc2c(c1)O[C@@H](CN(C)C(=O)c1ccccc1)[C@H](C)CN([C@H](C)CO)S2(=O)=O,/,-5
Cc1ccc(S(=O)(=O)N[C@H](Cc2ccccc2)C(=O)CCl)cc1,0,-55
COc1ccccc1N1CCN(CC(=O)Nc2ccc([N+](=O)[O-])cc2C(=O)Nc2ccccc2F)CC1,-2,-11
Cc1ccc(-c2cnc3c(c2)C(=O)N([C@@H](C)CO)C[C@@H](C)[C@@H](CN(C)Cc2ccccc2C(=O)O)O3)cc1,/,14
COc1ccc(OC)c(S(=O)(=O)N(C)CC(=O)Nc2ccccc2F)c1,-5,-2
Cc1ccc(NC(=O)Cn2nc(C)c([N+](=O)[O-])c2C)cc1C,3,-2
C=CC[C@]1(C(=O)N(C)C)N=C(c2ccc(OCCCO)cc2)O[C@H]1c1ccccc1,-6,/
COc1ccc([C@@H](C)C(=O)c2ccc(O)cc2O)cc1,3,/
CCOC(=O)c1ccc(NC(=O)C2CC(C)=C(C)CC2C(=O)O)cc1 (centres undefined),-4,-10
C[C@@H]1CN([C@H](C)CO)C(=O)c2cc(NC(=O)Cn3cnnn3)ccc2O[C@H]1CN(C)S(=O)(=O)c1ccccc1,0,/
COc1ccc(S(=O)(=O)N(C)C[C@@H]2Oc3ccc(NC(=O)Cc4ccccc4)cc3CC(=O)N([C@@H](C)CO)C[C@H]2C)cc1,/,-10
C[C@@H]1CN([C@H](C)CO)C(=O)c2cc(NC(=O)NC3CCCCC3)ccc2O[C@@H]1CN(C)C(=O)Nc1cccc2ccccc12,/,1
Cc1ccc(NC(=O)CSc2nnnn2C)c(C)c1,4,4
O=C(CC1NC2CCCCC2NC1=O)Nc1ccc(F)cc1 (centres undefined),0,-12
Cc1ccc2c(C(=O)Nc3sc4c(c3C(N)=O)CCCCC4)cc(-c3ccccn3)nc2c1C,6,6
Cc1noc(C)c1NC(=O)N(C)C[C@H]1Oc2ccc(NC(=O)C3CCCCC3)cc2C(=O)N([C@@H](C)CO)C[C@H]1C,-1,/
CCn1c(SCC(=O)c2cccc([N+](=O)[O-])c2)nnc1-c1ccc(Cl)cc1Cl,-7,-18
C=C[C@@]1(C)CC(=O)[C@]2(O)[C@@]3(C)[C@@H](O)CCC(C)(C)[C@@H]3[C@H](O)[C@H](OC(=O)CCCN3CCN(C)CC3)[C@@]2(C)O1,0,-20
CNC[C@H]1Oc2c(cccc2N(C)C)C(=O)N([C@H](C)CO)C[C@H]1C,/,-9
C[C@H](O)C#Cc1ccc2c(c1)O[C@H](CN(C)C(=O)c1ccccc1)[C@@H](C)CN([C@@H](C)CO)S2(=O)=O,/,15
C[C@H]1CCCCO[C@H](CN(C)Cc2ccccc2)[C@@H](C)CN([C@@H](C)CO)C(=O)c2cc(N(C)C)ccc2O1,/,-4
C[C@@H]1CN([C@H](C)CO)C(=O)c2cc(NC(=O)Nc3cccc4ccccc34)ccc2O[C@H]1CN(C)C,0,7
CC(=O)OC(C)(C)[C@@H]1Cc2cc3ccc(=O)oc3cc2O1,6,40

# The listing continues:
SMILES,STK33 inh,mut p53 react
C[C@@H]1CCCCO[C@H](CN(C)C)[C@H](C)CN([C@H](C)CO)C(=O)c2cc(NC(=O)Nc3ccccc3)ccc2O1,/,-3
COc1ccc(CN(C)C[C@@H]2Oc3ccc(NC(=O)Nc4ccc5c(c4)OCO5)cc3CC(=O)N([C@@H](C)CO)C[C@@H]2C)cc1,-2,-5
C[C@H](CO)N1C[C@H](C)[C@H](CN(C)Cc2ccc(Oc3ccccc3)cc2)Oc2ccc(NS(=O)(=O)c3cn(C)cn3)cc2CC1=O,-6,/
O=C(CC1(O)C(=O)N(CCc2ccccc2)c2ccc(Br)cc21)c1ccncc1 (centres undefined),1,8
C[C@@H]1CN([C@@H](C)CO)C(=O)CCCn2cc(nn2)CO[C@H]1CN(C)Cc1ccc(-c2ccccc2)cc1,0,/
COc1ccc(NC(=O)N(C)C[C@H]2Oc3ccc(NC(=O)Cc4ccccc4)cc3C(=O)N([C@@H](C)CO)C[C@@H]2C)cc1,-3,/
O=C(Cn1cnc2ccccc2c1=O)NCc1ccco1,1,2
COc1cc(CCC(O)CC(O)CCc2ccc(O)c(O)c2)ccc1O (centres undefined),5,/
O=C(NCc1ccco1)C1(c2ccccc2)CCOCC1,0,0
C[C@@H]1CN([C@H](C)CO)C(=O)Cc2cc(NC(=O)c3ccncc3)ccc2O[C@H]1CN(C)Cc1ccccc1,3,/
C/C=C/c1ccc(O)cc1C(=O)C(C)O (centres undefined),-6,-2
O=C(CC1(O)C(=O)N(Cc2cccc3ccccc23)c2ccccc21)c1ccc(F)cc1 (centres undefined),2,-10
Cc1ccc(S(=O)(=O)Nc2ccc3c(c2)CC(=O)N([C@@H](C)CO)C[C@@H](C)[C@@H](CN(C)Cc2ccc(Oc4ccccc4)cc2)O3)cc1,-1,/
C[C@@H]1CN([C@@H](C)CO)C(=O)c2cccc(NS(C)(=O)=O)c2O[C@H]1CN(C)Cc1ccccc1,/,10
C[C@H](CO)N1C[C@H](C)[C@H](CN(C)C)Oc2ccc(NC(=O)Nc3ccc(C(F)(F)F)cc3)cc2C1=O,1,/
C[C@H](CO)N1C[C@H](C)[C@H](CN(C)C(=O)Nc2ccc3c(c2)OCO3)Oc2ccc(NC(=O)c3ccncc3)cc2CC1=O,0,/
C[C@@H]1CN([C@H](C)CO)C(=O)CCCn2cc(nn2)CO[C@@H]1CN(C)C(=O)Nc1cccc(C(F)(F)F)c1,-6,/
Cc1noc(C)c1S(=O)(=O)N(C)C[C@@H]1OCCCC[C@@H](C)Oc2ccc(NS(C)(=O)=O)cc2C(=O)N([C@H](C)CO)C[C@@H]1C,/,6
CCC(Sc1nnc(N)s1)C(=O)Nc1c(C)cccc1C (centres undefined),5,0
COc1ccccc1NC(=O)CNC(=O)c1ccc(C)cc1,0,0
CCCN(C)C[C@@H]1OCCCC[C@@H](C)Oc2ccc(NC(=O)c3ccccc3)cc2C(=O)N([C@H](C)CO)C[C@@H]1C,-2,/
C[C@@H]1CN([C@H](C)CO)C(=O)Cc2cc(NC(=O)NC3CCCCC3)ccc2O[C@H]1CN(C)CC1CC1,-2,/
CCOC(=O)C(C)Sc1ncnc2nc[nH]c12 (centres undefined),/,7
COc1cc(NS(=O)(=O)c2ccc(N)cc2)ncn1,0,0
C[C@H](CO)N1C[C@H](C)[C@@H](CN(C)Cc2ccncc2)Oc2ccc(NC(=O)Cc3ccccc3)cc2CC1=O,/,2

# Continued:
SMILES,STK33 inh,mut p53 react
COc1ccccc1-c1nc(SCC(=O)c2ccc(O)c(O)c2)n[nH]1,0,7
CCCNC(=O)N(C)C[C@H]1Oc2ncc(C#CCc3ccccc3)cc2C(=O)N([C@H](C)CO)C[C@@H]1C,/,5
Nc1ccc(N=Nc2ccccc2)c(N)n1,5,/
COc1ccc(-n2c(SCC(=O)Nc3ccccc3C)nc3ccccc3c2=O)cc1,-5,-6
Cc1c(Cl)cccc1NC(=O)CSCC(N)=O,0,-14
Cn1c(=O)c2c(nc(SCCNS(=O)(=O)c3ccccc3)n2C)n(C)c1=O,2,12
CCCC#Cc1ccc2c(c1)O[C@@H](CN(C)S(C)(=O)=O)[C@@H](C)CN([C@H](C)CO)S2(=O)=O,/,4
CCc1ccc(-c2nc3ccccc3c(=O)o2)cc1,1,/
C[C@@H]1CN([C@@H](C)CO)C(=O)c2cc(NC(=O)Nc3ccccc3)ccc2O[C@@H](C)CCCCO[C@H]1CN(C)C(=O)C1CCCCC1,/,-27
CS(=O)(=O)NCCOc1ccccc1,-3,/
COc1ccc(-c2cc(C(F)(F)F)n3nc(C(=O)NCCN4CCOCC4)c(Br)c3n2)cc1,1,1
Cc1sc(NC(=O)c2cnccn2)c(C(N)=O)c1-c1ccccc1,4,99*
COc1ccc(S(=O)(=O)Nc2ccc3c(c2)C(=O)N([C@H](C)CO)C[C@H](C)[C@H](CN(C)S(=O)(=O)c2ccccc2)O3)cc1,1,/
Cc1noc(C)c1NC(=O)N(C)C[C@H]1Oc2ccc(NC(=O)Nc3cccc4ccccc34)cc2CC(=O)N([C@@H](C)CO)C[C@H]1C,-3,/
O=C(COc1ccc(Cl)cc1)NC(=S)Nc1ccccc1N1CCOCC1,1,5
COC(=O)N(C)C[C@@H]1OCc2cn(nn2)CCCC(=O)N([C@@H](C)CO)C[C@@H]1C,11,7
Nc1cc2ncnc(Nc3cccc(Br)c3)c2cc1N,2,16
COC(=O)c1ccccc1NC(=O)CSc1n[nH]c(-c2ccncc2)n1,3,-5
C[C@@H]1CCCCO[C@@H](CN(C)C(=O)CCCN(C)C)[C@@H](C)CN([C@H](C)CO)C(=O)c2cc(NC(=O)Nc3ccc(C(F)(F)F)cc3)ccc2O1,3,/
Cc1cc(C)c(C(=O)/C=C(\N2CCCC2)C(F)(F)F)c(=O)[nH]1,/,-10

# Nothing new here: entries from further up.
SMILES,STK33 inh,mut p53 react
COc1ccccc1-c1nc(SCC(=O)c2ccc(O)c(O)c2)n[nH]1,0,7
CCCNC(=O)N(C)C[C@H]1Oc2ncc(C#CCc3ccccc3)cc2C(=O)N([C@H](C)CO)C[C@@H]1C,/,5

# Grouped by structure, the entries above containing fluorine
SMILES,STK33 inh,mut p53 react
CC(C)NC(=O)Nc1ccc2c(c1)CC(=O)N([C@H](C)CO)C[C@H](C)[C@H](CN(C)C(=O)Nc1ccc(F)cc1)O2,-2,/
COc1ccccc1N1CCN(CC(=O)Nc2ccc([N+](=O)[O-])cc2C(=O)Nc2ccccc2F)CC1,-2,-11
COc1ccc(OC)c(S(=O)(=O)N(C)CC(=O)Nc2ccccc2F)c1,-5,-2
O=C(CC1NC2CCCCC2NC1=O)Nc1ccc(F)cc1 (centres undefined),0,-12
O=C(CC1(O)C(=O)N(Cc2cccc3ccccc23)c2ccccc21)c1ccc(F)cc1 (centres undefined),2,-10
C[C@H](CO)N1C[C@H](C)[C@H](CN(C)C)Oc2ccc(NC(=O)Nc3ccc(C(F)(F)F)cc3)cc2C1=O,1,/
C[C@@H]1CN([C@H](C)CO)C(=O)CCCn2cc(nn2)CO[C@@H]1CN(C)C(=O)Nc1cccc(C(F)(F)F)c1,-6,/
COc1ccc(-c2cc(C(F)(F)F)n3nc(C(=O)NCCN4CCOCC4)c(Br)c3n2)cc1,1,1
C[C@@H]1CCCCO[C@@H](CN(C)C(=O)CCCN(C)C)[C@@H](C)CN([C@H](C)CO)C(=O)c2cc(NC(=O)Nc3ccc(C(F)(F)F)cc3)ccc2O1,3,/
Cc1cc(C)c(C(=O)/C=C(\N2CCCC2)C(F)(F)F)c(=O)[nH]1,/,-10
